# mIAP act: mouse IAP activation | activation factor at 10 µM | muIAP, CDP-Star luminescence, 30 min; stronger effect = higher value; 1 = vehicle-only enzyme signal, 0 = enzyme-free wells | hit rate 0.24% among 330,000;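 active = activation factor of at least 2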; also: the source names both 10 and 20 µM as test concentration; values of inactives mirror those of a sister screen read the other way
#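 also added = chemiluminescent substrate CDP-Star | test system = mouse IAP enzyme | signal = chemiluminescence readout | compound = DMSO-dissolved test compounds | incubation = 30 min at room temperature | benchmarks = DMSO wells, no-enzyme wells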
# TIM10 inh: inhibits growth of TIM10 yeast strain | inhibition, % at 10 µM | hit rate 1.4% among 330,000 | S. cerevisiae TIM10 strain growth, BacTiter-Glo luminescence, 24 h;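 active = inhibition of 40% or more at the single tested concentration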;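 also: wild-type TIM10 isogenic control strain grown at permissive 25 °C; 0% = DMSO yeast wells and 100% = minimal medium wells without yeast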
# Apaf-1 inh: blocks human Apaf-1 apoptosome activity | O14727 | hit rate 0.71% among 330,000 | inhibition, % at 20 µM | reconstituted apoptosome caspase-3 activity, DEVD-Rh110 fluorescence | AID 489030; active = inhibition of at least 40% at 20 µM;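 also: plate controls were DMSO wells for no effect and DEVD-CHO caspase inhibitor wells for full effect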
#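 Material: cell-free apoptosome with Apaf-1, procaspase-3 and caspase-9; Buffer or medium: Hepes pH 7.5 with detergent and BSA; Reagent: cytochrome c trigger plus (Z-DEVD)2-Rh110 caspase-3 substrate; Times: compound with Apaf-1, dATP, procaspase-3 30 min, then 50 min reaction, room temperature; Technique: Rh110 fluorescence intensity.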
# ATG4B inh: blocks human ATG4B protease cleavage of LC3 substrate; inhibition, % at 8.33 µM; hit rate 0.51% among 340,000; Q9Y4P1; ATG4B cleavage of LC3-PLA2, NBD-HPC fluorescence, 1 h; AID 504462; in the data active = inhibition above about 40%
# Target sequence (Q9Y4P1 whole entry, looked up): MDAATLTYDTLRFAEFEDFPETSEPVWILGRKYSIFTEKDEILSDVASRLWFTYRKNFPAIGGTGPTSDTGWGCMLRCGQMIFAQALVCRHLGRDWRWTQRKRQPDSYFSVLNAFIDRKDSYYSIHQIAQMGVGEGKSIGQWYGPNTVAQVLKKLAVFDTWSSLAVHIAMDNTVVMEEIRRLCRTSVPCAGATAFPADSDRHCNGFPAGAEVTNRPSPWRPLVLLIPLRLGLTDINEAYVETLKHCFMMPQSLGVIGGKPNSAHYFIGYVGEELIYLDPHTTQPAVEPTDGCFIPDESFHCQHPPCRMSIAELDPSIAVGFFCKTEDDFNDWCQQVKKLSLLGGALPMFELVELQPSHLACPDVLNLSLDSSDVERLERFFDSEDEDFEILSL
# hIAP block: human IAP inhibition | P09923 | purified IAP, CDP-Star luminescence, 30 min | inhibition, % at 10 µM | hit rate 0.12% among 330,000 | AID 2544;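 active = inhibition reaching a set limit with compound at 10 µM in the primary screen, cut at about 35% in these data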;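 also: plate controls were DMSO wells with enzyme for no effect and no-enzyme buffer wells for full effect; values of inactives mirror those of a sister screen read the other way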
# Target sequence (P09923 whole entry, looked up): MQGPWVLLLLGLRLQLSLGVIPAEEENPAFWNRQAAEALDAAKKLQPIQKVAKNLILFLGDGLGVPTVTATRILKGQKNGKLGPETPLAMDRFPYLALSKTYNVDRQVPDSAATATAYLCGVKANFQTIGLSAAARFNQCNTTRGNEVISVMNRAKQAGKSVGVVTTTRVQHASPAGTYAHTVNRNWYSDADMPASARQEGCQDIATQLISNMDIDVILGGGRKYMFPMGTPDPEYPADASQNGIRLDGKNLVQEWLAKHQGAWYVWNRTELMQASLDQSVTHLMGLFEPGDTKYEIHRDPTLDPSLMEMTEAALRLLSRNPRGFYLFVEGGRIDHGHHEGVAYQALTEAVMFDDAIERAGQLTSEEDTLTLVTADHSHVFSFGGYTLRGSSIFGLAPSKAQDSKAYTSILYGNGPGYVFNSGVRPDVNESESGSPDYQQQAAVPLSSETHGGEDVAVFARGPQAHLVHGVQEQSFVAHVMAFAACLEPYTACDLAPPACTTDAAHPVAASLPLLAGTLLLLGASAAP
# tim10-1 inh: growth inhibitors of tim10-1 mutant yeast; S. cerevisiae tim10-1 ts strain growth, BacTiter-Glo, 24 h; hit rate 2.2% among 330,000; inhibition, % at 20 µM;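 active = inhibition of at least 40%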;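 also: mutant grown at 25 °C; 0% = DMSO wells with yeast and 100% = wells holding no yeast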
# mIAP block: mouse IAP inhibition; purified mouse IAP, CDP-Star luminescence, 30 min; inhibition, % at 10 µM; hit rate 0.2% among 330,000; AID 2806;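 active = inhibition of at least 40% at 10 µM in the primary screen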;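 also: plate controls were DMSO with enzyme for no effect and no enzyme wells for full effect; values of inactives mirror those of a sister screen read the other way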
# NALP3 yeast inh: NALP3 inhibition in yeast; Yeast reconstituted NLRP3/ASC/caspase-1, beta-gal luminescence, 24 h; inhibition, % at 10 µM; hit rate 0.39% among 330,000;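 active = inhibition of 50% or more; inactive = inhibition below 50%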;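 also: plate controls were induced DMSO wells for no effect and uninduced yeast grown without galactose for full effect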
# hIAP activ: increases human intestinal alkaline phosphatase activity; activation factor at 10 µM; purified human IAP, CDP-Star luminescence, 30 min; stronger effect = higher value; 1 = vehicle-only enzyme, 0 = enzyme-free background; hit rate 0.16% among 330,000;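 active = activation factor of the enzyme at least 2-fold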; also: the source names both 10 and 20 µM as test concentration; values of inactives mirror those of a sister screen read the other way
# Numbers without * were called inactive; x = not tested or not shown.
# Preview, 13 compounds:
canonical_smiles	mIAP block	NALP3 yeast inh	ATG4B inh	tim10-1 inh	hIAP block	hIAP activ	Apaf-1 inh	TIM10 inh	mIAP act
Cc1nn(Cc2noc(C(=O)NCc3ccc4c(c3)OCO4)n2)c(C)c1Br	2	15	1	10	18	0.82	3	7	0.98
C=CCn1c(CCC(O)COCCCCC)n[nH]c1=S (centres undefined)	-11	4	-10	7	-8	1.1	-2	-13	1.1
Cc1nn(Cc2c(Cl)cccc2Cl)c(C)c1NC(=O)c1cnn2c(C(F)F)cc(-c3ccccc3)nc12	-1	23	-12	35	-9	1.1	21	5	1
CC(=O)Nc1cccc(NC(=O)COc2ccc3c(c2)OCO3)c1	0	14	-13	-9	9	0.91	5	-6	1
CC(=O)n1nc(-c2cccnc2)nc1NCc1cccs1	3	22	0	4	4	0.96	-8	3	0.97
C=CCC(=O)N1CCCC(C(=O)c2ccc(Cl)cc2)C1 (centres undefined)	-7	11	4	8	4	0.96	-2	-10	1.1
Cc1ccc2[nH]c3nc(NN)nnc3c2c1	5	4	4	3	-92	1.9	0	35	0.95
Cc1ccc(N(C(=O)C2CCCC2)C2C=CS(=O)(=O)C2)cc1C (centres undefined)	2	3	-3	21	5	0.95	-11	12	0.98
Cn1c2ccccc2c2nnc(SCC(=O)Nc3cccc(C(=O)O)c3)nc21	9	9	8	19	15	0.85	6	14	0.91
COc1cccc(CNC(=O)C(C(=O)NCc2cccc(OC)c2)c2ncc(C(F)(F)F)cc2Cl)c1	9	13	6	-8	-3	1	3	-14	0.91
O=C(CNC(=O)N1CC(=O)Nc2ccccc21)NCCc1c[nH]c2ccccc12	3	7	-2	-10	9	0.91	-1	0	0.97
O=C(O)c1ccccc1NS(=O)(=O)c1ccc(NN=Cc2cccc(Cl)c2)c([N+](=O)[O-])c1	35	20	9	11	12	0.88	6	6	0.65
Cc1cc(NC(=O)CN2C(=O)NC3(CCCCC3)C2=O)no1	3	-9	7	4	-1	1	-7	8	0.97

# The whole of this part (from the top)
canonical_smiles	mIAP block	NALP3 yeast inh	ATG4B inh	tim10-1 inh	hIAP block	hIAP activ	Apaf-1 inh	TIM10 inh	mIAP act
Cc1nn(Cc2noc(C(=O)NCc3ccc4c(c3)OCO4)n2)c(C)c1Br	2	15	1	10	18	0.82	3	7	0.98
C=CCn1c(CCC(O)COCCCCC)n[nH]c1=S (centres undefined)	-11	4	-10	7	-8	1.1	-2	-13	1.1
Cc1nn(Cc2c(Cl)cccc2Cl)c(C)c1NC(=O)c1cnn2c(C(F)F)cc(-c3ccccc3)nc12	-1	23	-12	35	-9	1.1	21	5	1
CC(=O)Nc1cccc(NC(=O)COc2ccc3c(c2)OCO3)c1	0	14	-13	-9	9	0.91	5	-6	1
CC(=O)n1nc(-c2cccnc2)nc1NCc1cccs1	3	22	0	4	4	0.96	-8	3	0.97
C=CCC(=O)N1CCCC(C(=O)c2ccc(Cl)cc2)C1 (centres undefined)	-7	11	4	8	4	0.96	-2	-10	1.1
Cc1ccc2[nH]c3nc(NN)nnc3c2c1	5	4	4	3	-92	1.9	0	35	0.95
Cc1ccc(N(C(=O)C2CCCC2)C2C=CS(=O)(=O)C2)cc1C (centres undefined)	2	3	-3	21	5	0.95	-11	12	0.98
Cn1c2ccccc2c2nnc(SCC(=O)Nc3cccc(C(=O)O)c3)nc21	9	9	8	19	15	0.85	6	14	0.91
COc1cccc(CNC(=O)C(C(=O)NCc2cccc(OC)c2)c2ncc(C(F)(F)F)cc2Cl)c1	9	13	6	-8	-3	1	3	-14	0.91
O=C(CNC(=O)N1CC(=O)Nc2ccccc21)NCCc1c[nH]c2ccccc12	3	7	-2	-10	9	0.91	-1	0	0.97
O=C(O)c1ccccc1NS(=O)(=O)c1ccc(NN=Cc2cccc(Cl)c2)c([N+](=O)[O-])c1	35	20	9	11	12	0.88	6	6	0.65
Cc1cc(NC(=O)CN2C(=O)NC3(CCCCC3)C2=O)no1	3	-9	7	4	-1	1	-7	8	0.97
CC(C)NC(=O)Nc1ccc2c(c1)C(=O)N([C@@H](C)CO)C[C@@H](C)[C@@H](CN(C)S(=O)(=O)c1ccc(F)cc1)O2	-49	10	-11	6	0	1	6	5	1.5
CCCCC(CC)CNC(=O)Cn1c(=S)[nH]c2ncccc2c1=O (centres undefined)	-3	18	x	10	-1	1	-13	-14	1
CC(C)Sc1nc2c(c(=O)n1C)SC(C)C2 (centres undefined)	3	1	0	4	4	0.96	2	-9	0.97
CCC(C)c1ccc(OCC(=O)Nc2cccc(C(=O)Nc3ccc(C(=O)O)cc3)c2)cc1 (centres undefined)	-7	11	-9	9	-17	1.2	20	7	1.1
CCN(C[C@H]1N[C@@](Cc2ccccc2)(C(=O)OC)[C@H]2C(=O)N(C)C(=O)[C@@H]12)S(=O)(=O)c1ccc(C(C)(C)C)cc1	1	9	x	-7	-1	1	17	-11	0.99
O=C(Cc1c(F)cccc1Cl)NC1=NCCS1	-1	4	3	2	-1	1	-4	-3	1
Cc1nn(C(=O)c2nn(C)cc2[N+](=O)[O-])c(C)c1Br	0	6	3	7	-2	1	0	14	1
Oc1ccc(-c2n[nH]c(C(F)(F)F)c2-c2ccccc2)c(O)c1	6	14	10	17	-31	1.3	4	13	0.94
O=C(COC(=O)c1ccc(S(=O)(=O)N2CCCC2)cc1)NCc1ccc(F)cc1	21	19	-4	-3	-1	1	-3	-8	0.79
COc1ccccc1CN1CCNC(=O)C1CC(=O)NCCCN1CCCC1=O (centres undefined)	4	11	1	-10	6	0.94	9	14	0.96
COc1ccc(NC(=O)CN(C)C(=O)C2=COCCO2)cc1	6	12	3	0	-5	1.1	3	-4	0.94

# Looked up above:
# Reading of O=C(COC(=O)c1ccc(S(=O)(=O)N2CCCC2)cc1)NCc1ccc(F)cc1 in mIAP block: 21
# Reading of Cc1cc(NC(=O)CN2C(=O)NC3(CCCCC3)C2=O)no1 in NALP3 yeast inh: -9

# Other compounds follow.
canonical_smiles	mIAP block	NALP3 yeast inh	ATG4B inh	tim10-1 inh	hIAP block	hIAP activ	Apaf-1 inh	TIM10 inh	mIAP act
O=C(COC(=O)c1cccc(C(=O)OCC(=O)NC2CCCCC2)n1)NC1CCCCC1	-6	21	-6	-12	-12	1.1	1	3	1.1
CCN(CC)CCNC(=O)Cn1cnc2sc(C)c(S(=O)(=O)N3CCN(c4ncccn4)CC3)c2c1=O	2	0	0	-6	-1	1	5	-8	0.98
CCN(CC)S(=O)(=O)c1ccc(Oc2cccc(C(C)=O)c2)nc1	10	-2	-15	19	1	0.99	5	17	0.9
Cn1c(Cc2ccccc2)nnc1SCC(=O)Nc1ccccc1	-4	-4	2	-7	-13	1.1	-10	1	1
Cc1cc(=O)oc(C)c1C(=O)NCCCN1C(C)CCCC1C (centres undefined)	4	2	7	-2	-8	1.1	8	4	0.95
COc1ccccc1NC(=O)c1nn(C)c(C(=O)Nc2ccccc2OC)c1[N+](=O)[O-]	3	-3	-13	-3	10	0.9	14	12	0.97
COc1ccc(NC(=O)CSc2nc(C)c3c(c2C#N)CCCC3)cc1	-2	-1	0	-2	23	0.77	15	3	1
O=C(Nc1cccc(F)c1)C1CCCN(S(=O)(=O)c2cnc[nH]2)C1 (centres undefined)	1	0	-3	4	-2	1	-7	-4	0.99
O=C(CN1C2CCCC1CC(NC(=O)C1CCCCC1)C2)Nc1ccccc1C(F)(F)F (centres undefined)	-8	5	3	7	-6	1.1	28	-8	1.1
Cc1nc2c(C)cccn2c(=O)c1NC(=O)c1cccc2ccccc12	-7	18	3	-2	6	0.94	7	11	1.1
CC(C)N1C(=O)c2ccccc2C1C(=O)NC1CCCCCC1 (centres undefined)	2	10	-7	-18	-16	1.2	-16	-5	0.98
CC(=O)Nc1scc(-c2ccccc2)[n+]1-c1ccc(C)cc1	2	-11	1	3	-8	1.1	5	10	0.98
CCC(C(=O)OCC(=O)NC(=O)c1ccccc1OC)c1ccccc1 (centres undefined)	0	-6	7	27	-3	1	16	16	1
COC(=O)c1ccc(C2C(C(=O)c3ccc(C)o3)=C(O)C(=O)N2c2cc(C)on2)cc1 (centres undefined)	4	15	-5	9	2	0.98	1	-8	0.96
Cc1cc(C(=O)OCC(=O)Nc2cc(C)on2)c2ccccc2n1	0	14	-8	-4	4	0.96	-5	8	1
Cn1c(C(=O)OC(C(=O)NC2CCCCC2)c2cccnc2)cc2sccc21 (centres undefined)	-11	0	-12	29	-6	1.1	9	2	1.1
CCOc1ccc(N2C(=O)CN(O)C=C3N=c4ccccc4=C32)cc1	-2	9	x	12	-7	1.1	-6	6	1
Cc1cccc(N2CCN(C(=S)Nc3ccc4nc(N5CCN(C)CC5)cc(C)c4c3)CC2C)c1 (centres undefined)	-4	8	6	4	4	0.96	-5	9	1
CC(=O)c1cccc(NC(=O)Nc2ccc3c(c2)CCC3)c1	-32	12	8	21	2	0.98	13	4	1.3
COc1ccc(CNC(=O)CN2CCN(c3ccc(F)cc3)CC2)cc1	-2	-2	-3	-1	-18	1.2	-2	13	1
COc1ccc(C(CNC(=O)Cc2cccs2)N(C)C)cc1 (centres undefined)	-2	0	-1	6	14	0.86	10	7	1
CCOCCCNC(=O)C(NC(=O)c1ccc2c(c1)OCO2)c1ccc(OC)cc1 (centres undefined)	-2	1	-4	12	5	0.95	-7	10	1
CCN(C(=O)C1CCCN1S(=O)(=O)c1cccc2nsnc12)c1ccccc1 (centres undefined)	-22	-6	-4	5	-4	1	1	6	1.2
COc1ccc(OC)c2[nH]c(C(=O)O)cc12	11	-16	-14	4	7	0.93	-8	7	0.89
COc1ccccc1OC(=O)C1CC(=O)N(c2ccc(Cl)cc2)C1 (centres undefined)	-3	7	0	7	-8	1.1	6	11	1
CNC(=O)NC(=O)CSc1nnc(C(F)(F)F)n1C	0	3	-7	13	2	0.97	4	1	1
O=C(N1CCN(Cc2ccc3c(c2)OCO3)CC1)C12CC3CC(CC(C3)C1)C2	-8	13	-1	35	-8	1.1	3	19	1.1
NC(Cc1ccc2nonc2c1)C(=O)O (centres undefined)	5	-1	-12	-2	0	1	-1	-3	0.95
CCOC(=O)c1ccc[n+](CC(=O)c2ccccc2)c1	8	7	4	16	1	0.99	7	17	0.92
CC(=O)Nc1ccc(S(=O)(=O)N2CCN(C(=O)c3ccco3)CC2)cc1	-2	10	-3	2	-7	1.1	-2	1	1
COc1ccc(C(=O)CN2CCN(c3ccc(Cl)cc3)CC2)cc1OC	10	9	-6	29	5	0.95	6	9	0.9
Cc1cc(OCCOCCN(C)C)ccc1Cl	-3	5	-4	2	2	0.98	-10	5	1
Cc1ccc(S(=O)(=O)N2CCN(c3ccnc4cc(Cl)ccc34)CC2)cc1	6	21	-10	-2	12	0.88	17	14	0.94
Cc1ccc2c(c1)N(CC(=O)NCCCN1CCCCC1)C(=O)c1cccnc1O2	-13	-7	4	-15	-15	1.2	2	8	1.1
CN(C)S(=O)(=O)N1CCN(C(=O)c2ccc3c(c2)OCO3)CC1	3	14	-1	-3	-1	1	0	3	0.97

# From PubChem
